PriA SSB inh – inhibitors of Klebsiella pneumoniae PriA binding to SSB C-terminal tail; AlphaScreen SSBct-PriA binding, biotinylated peptide; inhibition, % at 33 µM; 430,000 compounds, 0.6% hits; AID 1272365; in the data active = inhibition mostly above about 37%, no sharp cut-off; inactive = mostly below about 20%;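 also: plate controls were negative control peptide for no effect and reference peptide for full effect; strong numbers were not always called active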
* = called active by the depositor; i = inactive; & = joins results of further samples. A portion of the library; the hit share may differ from the screen's.

SMILES	PriA SSB inh
O=C(Nc1ccc(Cl)cc1)Nc1ccc(-c2nnc3n2CCCCC3)cc1	12
COc1ccccc1CC(=O)N1CCC(n2c(=O)[nH]c3ccccc3c2=O)CC1	-5
O=C(NC(C(=O)NN=Cc1cccnc1)c1n[nH]c(=O)c2ccccc12)c1ccccc1 (stereo not given)	-9
O=C(c1ccc(F)cc1Cl)N1CCC(Oc2ccc(Cl)cn2)CC1	-4
Cc1c(Cl)cccc1NC(=O)Cn1cccc(-c2nc(-c3ccccc3)no2)c1=O	-1
O=C(Nc1nc2c(s1)CN(C(=O)NCc1cccs1)CC2)C1CC1	-29
O=C(CCCn1c(=O)[nH]c2ccccc2c1=O)Nc1ccc(Cl)cc1	-14
Cc1nc2ccccc2c(=O)n1-c1cccc(NC(=O)c2ccc(Cl)c([N+](=O)[O-])c2)c1	4
O=C(Cc1csc(Nc2cccc(Cl)c2)n1)N1CCN(C(=O)c2ccco2)CC1	14
O=C(CSc1nccnc1N1CCCCC1)NCc1ccc2c(c1)OCO2	-5
CS(=O)(=O)N1CCC(C(=O)NCC(O)c2ccc3c(c2)CCO3)CC1 (stereo not given)	-4
O=C(CCc1ccccc1Br)N1CC(S(=O)(=O)Cc2ccco2)C1	0
CC(NC(=O)c1ccccc1)C(c1ccccc1)N(C)C (stereo not given)	25
COc1ccc(C(C)=NNC(=O)c2nnn(-c3nonc3N)c2-c2cccs2)cc1OC	-6
CCCc1nc2ccccc2c(=O)n1N=Cc1ccc(O)cc1	-15
O=c1cc(-c2ccccc2)oc2c1Cc1ccccc1-2	1
Brc1ccsc1C=NNc1ccccc1	1
Cc1ccccc1N(CC(=O)NN=Cc1ccccc1Cl)C(=O)c1ccccc1	-1
O=C(CC1CCCCN1S(=O)(=O)c1ccc(Cl)cc1)Nc1nccs1 (stereo not given)	3
O=C1CN(S(=O)(=O)c2ccc(F)cc2)CC(Cn2c3ccccc3c3ccccc32)O1 (stereo not given)	0
Cc1cc2ncc3c(n2n1)CCNC3	10
Cc1ccc(S(=O)(=O)NN=Cc2c(F)cccc2Cl)cc1	-5
CCOc1ccccc1C(=O)Nc1ccc(-c2ccc(OC)nn2)cc1	-5
CN(C)C(=O)Oc1cccc2cccnc12	-13
COCC(=O)Nc1ccc(Nc2ccc(C)nn2)cc1	-16
Cc1cc(C)c2sc(N(Cc3cccnc3)C(=O)c3ccccc3F)nc2c1	-7
O=C(COc1ccccc1F)NCC1CCN(c2ccncc2)CC1	2
COc1ccccc1-c1csc(/C(C#N)=C2\C=CC=CN2C)n1	70*
COCCn1c(-n2nc(C)c(C)c2C)nc2c1c(=O)n(CC(=O)C(C)(C)C)c(=O)n2C	-2
CCC(=NNC(=S)Nc1cc(C)ccc1C)c1ccc(OC(F)F)cc1	21
CCOc1cc(C)c(S(=O)(=O)N[C@@H](C)CC)cc1C(C)C	-14
CCN(CC)CCN(C(=O)c1ccc(S(=O)(=O)N2CCCc3ccccc32)cc1)c1nc2c(F)cccc2s1	14
CC1Cc2ccccc2N1C(=O)CON=Cc1ccc(OC(F)F)cc1 (stereo not given)	-4
C=CCn1c(N)c(C(=O)NCCC(C)C)c2nc3ccccc3nc21	-111&-15
COCC(=O)Nc1cc(-c2cn3nc(OC)ccc3n2)ccc1F	-8
O=C(NCc1ccc(F)cc1)c1ccc(Cn2cnc3ccccc32)o1	-7
O=C(NN=C/C=C/c1ccco1)/C(=C/c1ccccc1)NC(=O)c1ccccc1	5
COc1ccccc1N/C=C(\C#N)c1nc(-c2ccc(C)cc2C)cs1	-3
CSc1ccc(-c2nnc(NC(=O)c3ccc(S(=O)(=O)N4CCC(C)CC4)cc3)o2)cc1	-1
O=C(/C=C/c1cccs1)Nc1ccccc1I	3
O=C1C2C3CC(C(Br)C3Br)C2C(=O)N1c1ccc2ccccc2c1 (stereo not given)	5
Cc1oncc1C(=O)NC1CCC(Oc2nccnc2C#N)CC1 (stereo not given)	-6
CCc1ccc(S(=O)(=O)NCC2CCS(=O)(=O)C2)s1 (stereo not given)	-5
Nn1c(SCC(=O)Nc2ccc(Cl)c(Cl)c2)nnc1-c1cccs1	-11
O=C(Nc1ccc(O)c(-c2nc3ccccc3s2)c1)c1coc2ccccc2c1=O	-3
O=C(NNC(=O)c1ccc(Br)s1)c1ccc(S(=O)(=O)N2CCCCCC2)cc1	-3
CC1Oc2ccccc2N(Cc2nc(-c3ccc(OCc4ccccc4)cc3)no2)C1=O (stereo not given)	0
CCC(Cc1ccccc1)=NNC(=O)c1cc(C)oc1C	4
O=C(C1CCCC1)N1CCO[C@H](c2ccc(C(F)(F)F)cc2)C1	-16
CCOC(=O)c1cc(Cl)c(C(=O)OCC)cc1Cl	-22
CSc1ccc([C@@H](O)CNC(=O)CN2C(=O)CCC2=O)cc1	1
Cc1c(Br)cc(C(=O)N2CCCCC2)c(C)c1C	-10
Cc1ccc(S(=O)(=O)NCCCc2ccc(N(C)C)cc2)c(C)c1	28
Cc1cc(C)nc(N=C(N)N2CCc3ccccc32)n1	-13
COc1ccc([C@@H]2CC(c3ccc(Br)cc3)=NN2C(=O)CSc2nc3ccccc3[nH]2)cc1	-7
CCc1nc(-c2ccc(N3CCN(C(=O)c4cc5cccc(OC)c5o4)CC3)nc2)no1	-1
COC(=O)NN=Cc1cccc(OCCSc2ccc(Cl)cc2)c1	-16
O=C(NCCCc1ccccc1)N1CCC(Oc2ccccn2)CC1	-10
COc1cccc(CNC(=O)Cn2c(=O)c(N3CCCCC3)nc3ccccc32)c1OC	2
Cc1ccc(-c2ccc(=O)n(CCCNC(=O)c3c(F)cccc3Cl)n2)cc1	-8&3

6 records picked at random from those above:
SMILES	PriA SSB inh
CCN(CC)CCN(C(=O)c1ccc(S(=O)(=O)N2CCCc3ccccc32)cc1)c1nc2c(F)cccc2s1	14
O=C(Nc1nc2c(s1)CN(C(=O)NCc1cccs1)CC2)C1CC1	-29
O=C(CCCn1c(=O)[nH]c2ccccc2c1=O)Nc1ccc(Cl)cc1	-14
COc1ccc([C@@H]2CC(c3ccc(Br)cc3)=NN2C(=O)CSc2nc3ccccc3[nH]2)cc1	-7
O=C(c1ccc(F)cc1Cl)N1CCC(Oc2ccc(Cl)cn2)CC1	-4
COCC(=O)Nc1cc(-c2cn3nc(OC)ccc3n2)ccc1F	-8

More records follow:
SMILES	PriA SSB inh
O=C(CS(=O)(=O)c1c[nH]c2ccccc12)Nc1cc(C(F)(F)F)ccc1Cl	10
COc1c2ccc(C(=O)NC(c3cccnc3)C3CCOCC3)cc2nn1C (stereo not given)	-18
CCOC(=O)c1ccc(NC(=O)c2ccc3nncn3c2)cc1	-2
Cc1ccsc1[C@@H](O)CNC(=O)c1cnccn1	-5
CCCC(=O)Nc1ccc(-c2csc(N/N=C/c3ccncc3)n2)cc1	i
COC(=O)c1ccccc1NC(=O)CN1CCN(C(c2ccccc2)c2ccccc2)CC1	-9&2
Cc1ccc(/C=C/S(=O)(=O)Nc2ccc(CC(=O)NC3CC3)cc2)cc1	0
O=C(Nc1nc(CCC(=O)N2CCc3ccccc32)cs1)c1ccc(F)cc1	-8
O=C(CCc1ccc(S(=O)(=O)N2CCOCC2)cc1)NN=Cc1cccc(O)c1	-14
COc1cccc(C(=O)NCC(c2cccn2C)N2CCc3ccccc3C2)c1OC (stereo not given)	7
O=C(c1ccccc1Cl)N1CCC(Oc2cccnn2)CC1	-6
CCn1c(C2CCN(C(=O)Cc3ccccc3Cl)CC2)nn(CCOC)c1=O	-1
COC(=O)c1ccc(NC(=O)CSc2ncc3c(n2)-c2ccccc2N(Cc2ccccc2)S3(=O)=O)cc1	-7
Cc1noc(C)c1CC(=O)N1CCc2nc(NC(=O)c3ccco3)sc2C1	-3
CCOC(=O)c1cn(CC(=O)NCCc2ccc(OC)c(OC)c2)c2nc(C)ccc2c1=O	-28
CCC(C(=O)Nc1c(C(=O)Nc2ccc([N+](=O)[O-])cc2)oc2ccccc12)c1ccccc1 (stereo not given)	1
COCCNC(=O)c1ccc2c(=O)n(CCc3ccccc3)c(SCC(=O)CC(=O)OC)nc2c1	-15&4
O=C(Nc1ccn2nccc2c1)Nc1ccccc1C(F)(F)F	4
O=C(COc1ccccc1F)Nc1nnc(-c2cc(Cl)sc2Cl)o1	6
Cc1cc(C)cc(Nc2nc(NCc3ccco3)nc3c2cnn3-c2ccccc2)c1	7
COC(=O)C1CC(OC)CN1C(=O)c1snnc1C (stereo not given)	-18
Cc1ccc(C=NNC(=O)c2ccc(Br)o2)s1	-3
COc1ccc(N2C[C@@H](C(=O)O)CC2=O)cc1OC	-12
Cc1cc(OC2CN(C(=O)CCc3c(F)cccc3Cl)C2)cc(=O)o1	-6
C=CCCC(=O)NCCc1ccoc1	-1
COc1ccc(OC)c(NC(C)=CC(=O)c2ccc(Br)cc2)c1	8
O=C(CNc1cccc2ccccc12)NN=Cc1ccc([N+](=O)[O-])o1	15
O=c1[nH]c(=S)[nH]c2c1CCCC2	-14&-9
O=[N+]([O-])c1ccc(S(=O)(=O)NCc2cccnc2)cc1	-17
COC(=O)CSC1CCN(C(=O)CCc2ccc(S(C)(=O)=O)cc2)C1 (stereo not given)	-18
Cn1nccc1C(=O)Nc1nc2ccc(F)cc2s1	-21
CCOC(=O)c1ccc(NC(=O)CSc2ccc(NC(C)=O)nn2)cc1	-15
O=C(NN=Cc1cc(Cl)cc([N+](=O)[O-])c1O)C1CC1	-3
COc1ccc(CCNC(=O)CC2CCCCN2S(=O)(=O)c2ccc(F)cc2)cc1 (stereo not given)	11
CC(C)NC(=O)c1ccccc1N	-12&-3
COc1ccc(Cl)c2sc(NC(=O)c3ccccc3SC)nc12	-6
O=C(/C=C/c1ccccc1)N1CCC(c2nc3ccccc3[nH]2)CC1	2
CCS(=O)(=O)N1CC(c2nc(Cc3ccccc3OC)no2)C1	-2
CCCCOc1ccc(Br)cc1C(C)=NNC1=NCCN1	14
CC1CCN(c2ncnc3sccc23)CC1	-16
O=S1(=O)CCC(=NNc2ccccn2)c2cc(F)ccc21	3
Cc1nn(C2CCS(=O)(=O)C2)c2nc(-c3ccco3)cc(C(=O)Nc3nccs3)c12 (stereo not given)	18
O=C1OC[C@H]2CCCN2C(=O)[C@@H](CC(=O)N(CCO)Cc2ccccc2)C/C=C/CC[C@H]1Cc1ccc(F)cc1	2
O=C(CN1CCCc2ccccc21)N/N=C\c1cccc([N+](=O)[O-])c1	5
Cc1ncsc1C(=O)N1CCSC(c2ccccc2Cl)CC1 (stereo not given)	4

Exported with each value named: part of the list above.
Compound: CCCCOc1ccc(Br)cc1C(C)=NNC1=NCCN1
  PriA SSB inh: 14
Compound: CC1CCN(c2ncnc3sccc23)CC1
  PriA SSB inh: -16
Compound: O=S1(=O)CCC(=NNc2ccccn2)c2cc(F)ccc21
  PriA SSB inh: 3
Compound: Cc1nn(C2CCS(=O)(=O)C2)c2nc(-c3ccco3)cc(C(=O)Nc3nccs3)c12 (stereo not given)
  PriA SSB inh: 18

Continuation:
SMILES	PriA SSB inh
COC(=O)Nc1ccc(S(=O)(=O)N2CCCC(C(=O)Nc3ccc4c(c3)OCO4)C2)cc1 (stereo not given)	-12
CCOc1ccc(C=NNC(=O)CCC(=O)Nc2ccc(F)cc2)cc1	0
Cc1ccc(Cn2cc(C(=O)NNC(=O)NCC(C)C)ccc2=O)cc1	-22
O=C(c1cc2ccccc2o1)N1CCC(CSCc2ccco2)CC1	-10
CC(=NNC(=O)c1cccs1)c1ccc(C(=O)O)s1	0
C[n+]1cn(N=Cc2ccccc2)c2ccccc21	4
COC(=O)c1ccc(S(=O)(=O)NCc2cncc(-c3ccsc3)c2)cc1	-15
CC(C(=O)NCc1ccccn1)n1nc(-c2ccco2)ccc1=O (stereo not given)	-8
O=C(Nc1ccc(Cl)cc1)NC(c1ccccc1)c1ccccc1	-5&2
COc1cccc2c(NC(=O)c3ccc(Br)cc3)c(C(=O)c3ccc(Cl)cc3)oc12	-9
COc1ccc(Nc2nc(-c3ccoc3)cs2)c(OC)c1	25
CC(C)c1ccc(-c2csc(NC(=O)c3ccccc3)n2)cc1	2
COc1ccccc1-c1ccc(N2CCC(NC(=O)Cc3cccs3)CC2)nn1	1
Cc1ccc(C)c2sc(Cl)nc12	-13
COc1ccc(S(=O)(=O)NCCOc2cc(C)cc(C)c2)c(OC)c1	13
Cc1cc(C)cc(-n2c(C)cc(C=NNC(=O)CSc3ncccn3)c2C)c1	22
CS(=O)(=O)N1CCC(c2nnc(-c3ccco3)s2)CC1	-9
O=C(Nc1nc(-c2ccc3ccccc3c2)cs1)c1ccc([N+](=O)[O-])o1	-2
CCOC(=O)c1nn(-c2ccc(F)cc2)c(=O)cc1NCc1ccccn1	-7
CCOc1ccc(C(=O)Nc2c(N)nc(SCc3ccccn3)[nH]c2=O)cc1	-3
CCS(=O)(=O)c1ccc(-c2ccc(NS(=O)(=O)c3cccc(Cl)c3)cc2)nn1	-3
Cc1cc[n+](-c2nc([O-])sc2C=NNc2ccc([N+](=O)[O-])cc2)cc1	15
CCOC(=O)c1ccc(NC(=O)c2ccn(C)n2)cc1	-6
Cc1ccc(NC(=O)N2CCCC(c3nnc(CC(C)(C)C)o3)C2)cc1 (stereo not given)	0
COc1ccc(C(O)=C2C(=O)C(=O)N(c3ccccn3)C2c2cccc(Cl)c2)cc1 (stereo not given)	0
CN(C)c1ccc(C=NNC(=O)c2ccc3c(c2)OCO3)cc1	-9

Bioassay records deposited in PubChem BioAssay by Small Molecule Screening Facility, UW Madison.
